Shn3 inh set2 = reduction of Shn3 3'UTR firefly luciferase signal, primary screen, Schnurri-3 inhibitor project, cell-based, Clone20 osteoblasts, set 2; inhibition, % at 12.5 µM; Clone20 osteoblast Shn3 3'UTR firefly luciferase, 24 h; hit rate 0.52% among 360,000; AID 588674, 2011;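 active = mean inhibition of at least 75% with every replicate also reaching 75%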;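 note: 0% = median of neutral control wells and 100% = pilot-screen positive control compound; some compounds past the cut are filed as inactive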
CF NFkB block = inhibitors of PAF-induced NF-kB signaling, primary screen, cell-based, GFP fluorescence, uHTS; hit rate 0.86% among 360,000; KKLEB NF-kB-GFP reporter, GFP fluorescence overnight; AID 588850, 2011; inhibition, % at 5 µM;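 active = at least 50% inhibition at 5 µM, scaled per plate between neutral and stimulator controls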;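 note: PAF is a Pseudomonas aeruginosa culture filtrate used as stimulus; plate controls were PAF-stimulated DMSO wells for no effect and unstimulated DMSO wells for full effect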
HIF-2a block = HIF-2a reporter inhibitors, primary screen, luminescence, 786-0 RCC cells | inhibition, % at 18.8 µM | hit rate 0.72% among 360,000 | 786-0 RCC cells HIF-2a reporter, luciferase luminescence, overnight;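 active = inhibition of the luminescence signal of 40% or more relative to plate controls, in a single-dose primary screen at 18.75 µM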
iPSC survival up = enhancers of single-cell hiPSC survival, primary screen, ATPlite luminescence. 100% = ROCK inhibitor wells, 0% = DMSO. survival enhancement, % at 20 µM. hit rate 0.044% among 360,000; in the data active = survival enhancement above about 18%;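 note: cells exposed to compounds for 16 hours before the ATP read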
NR2E3 ag-1 = inhibitors of NR2E3-RetCOR corepressor binding, primary screen, NR2E3 agonist project, biochemical, TR-FRET, GST-NR2E3, biotin-RetCOR. 1536-well. inhibition of corepressor binding, % at 4.78 µM. hit rate 0.12% among 320,000. AID 2300, 2010;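 active = percent inhibition above the cutoff of mean plus 3 SD of all tested compounds, set per screening campaign, cut at about 20% in these data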;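 note: 0% = DMSO wells and 100% = biotin wells as full block of FRET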
Target sequence (Q9Y5X4 whole entry, looked up): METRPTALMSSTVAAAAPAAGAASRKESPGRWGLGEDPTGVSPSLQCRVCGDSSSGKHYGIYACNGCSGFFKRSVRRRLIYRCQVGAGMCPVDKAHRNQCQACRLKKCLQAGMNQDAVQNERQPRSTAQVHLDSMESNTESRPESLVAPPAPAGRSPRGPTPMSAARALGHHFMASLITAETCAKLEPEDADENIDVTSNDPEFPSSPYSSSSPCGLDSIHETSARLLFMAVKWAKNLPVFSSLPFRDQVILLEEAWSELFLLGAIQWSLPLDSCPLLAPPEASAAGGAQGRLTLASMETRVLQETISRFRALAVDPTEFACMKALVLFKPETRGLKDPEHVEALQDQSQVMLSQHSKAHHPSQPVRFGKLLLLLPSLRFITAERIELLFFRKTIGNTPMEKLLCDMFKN
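system = GST-tagged NR2E3 plus biotinylated RetCOR corepressor | input = 1.35 nM GST-NR2E3 | also added = 7 nM biotin-RetCOR | schedule = 5 h incubation at 4 °C | measured by = TR-FRET with europium anti-GST and streptavidin-D2, 340 nm excitation | read-out = percent loss of FRET ratio relative to control wells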
MITF TRPM1 inh = inhibitors of MITF-dependent TRPM1 promoter reporter, primary screen, cell-based, SK-MEL-5, single point, luciferase; SK-MEL-5 TRPM1 promoter luciferase, 24 h; inhibition, % at 12.5 µM; hit rate 0.83% among 330,000; AID 488899, 2010;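 active = mean inhibition across replicates of 60% or more, whatever share of single replicates reaches that level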; note: values of inactives mirror those of a sister screen read the other way
aDG glyco act = activators of alpha-DG glycosylation, primary screen, uHTS, Pro5-aDG cells, AlphaScreen; alpha-DG glycosylation AlphaScreen (IIH6); 0% Pro5, 100% B10-LARGE cell signal; activation, % at 10 µM; hit rate 0.22% among 360,000; AID 624168, 2012;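 active = activation of at least 8% versus controls, or a plate z-score of at least 8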;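 note: Pro5 are CHO cells carrying HIG-tagged alpha-DG that lacks glycosylation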
KKLEB tox = cytotoxicity in KKLEB CF airway cells, primary screen, cytotoxicity control for CF NF-kB inhibitor project, cell-based, uHTS, fluorescence assay plates. KKLEB CF airway cells viability, ATPlite luminescence, overnight; hits give low values; cells stimulated with P. aeruginosa culture filtrate. activity change (cytotoxicity), % at 5 µM. hit rate 0.36% among 360,000;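 active = corrected activity change at or below -50% at 5 µM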
TWEAK-Fn14 inh = inhibitors of TWEAK-Fn14 signaling, primary screen, luciferase reporter cells, uHTS; TWEAK-stimulated Fn14 reporter cells, luciferase luminescence, 8 h; inhibition, % at 10 µM; hit rate 2% among 360,000; AID 1159606, 2016; in the data active = inhibition above about 50%
Peg3 promoter = Peg3 promoter-driven luciferase inhibitors, primary screen, cell-based, HeLa, luciferase luminescence; HeLa PEG-Prom luciferase reporter, overnight; inhibition, % at 20 µM; hit rate 1.7% among 360,000;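 active = inhibition of at least 50% at 20 µM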
NR2E3 ag-2 = NR2E3 agonists in two-hybrid cells, primary screen, cell-based, luminescence, CHO-S, Gal4-NCOR/VP16-NR2E3; Photoreceptor-specific nuclear receptor (Homo sapiens), Q9Y5X4; luciferase; inhibition of corepressor binding, % at 3.98 µM; hit rate 0.35% among 360,000; AID 602229, 2012;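 active = inhibition above the mean of all tested compounds plus 3 SD, cut at about 70% in these data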;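 note: 0% = DMSO with NR2E3 transfected cells and 100% = cells lacking NR2E3 construct; higher means lower luciferase signal from less NR2E3 corepressor binding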
* hit, by the source's call; / = not tested or not shown.

No. | structure | Shn3 inh set2 | CF NFkB block | HIF-2a block | iPSC survival up | NR2E3 ag-1 | MITF TRPM1 inh | aDG glyco act | KKLEB tox | TWEAK-Fn14 inh | Peg3 promoter | NR2E3 ag-2
1 | Cc1cc(NC(=O)c2c(F)c(F)c(F)c(F)c2F)no1 | 0 | -13 | 14 | -0.7 | -3 | 1 | 2.3 | -4 | -9 | 8 | 18
2 | Cc1cc(C)nc(N2CCCC(C(=O)NNC(=O)c3ccncc3)C2)n1 (centres undefined) | 6 | 14 | 14 | 0.1 | -1 | -11 | 0.1 | 1 | 15 | -21 | -9
3 | CCCCNC(=O)COC(=O)c1cc(C)nc2ccccc12 | -4 | -9 | 4 | -0.6 | -1 | 2 | 0.1 | 13 | 9 | 3 | -23
4 | Cc1cn(C2CCCCO2)c(=O)nc1NO (centres undefined) | -2 | 3 | 4 | 2.1 | / | -6 | 0.3 | -2 | 9 | -9 | -3
5 | CC(C)NC(=O)C(=O)Nc1cc2c3c(c1)CCC(=O)N3CCC2 | 5 | 24 | -4 | -0.1 | -1 | 2 | -0.1 | -7 | -11 | -11 | -18
6 | CC(C)(C)N1C(=O)[C@H]2[C@@H](c3ccc(Br)cc3)N3C(=O)N(c4cccc(F)c4)C(=O)[C@@]3(C)[C@H]2C1=O | -13 | 7 | 7 | 3.6 | 1 | -1 | -0.1 | 1 | 13 | 1 | 8
7 | COC(=O)c1ccc(NC(=O)CCCCCn2nnc3ccccc3c2=O)cc1 | 6 | -12 | -6 | -0.6 | / | -1 | 0.0 | -4 | 8 | 1 | 9
8 | O=C(C1=C[C@@H](c2ccc(C(F)(F)F)cc2)C[C@@H](OCc2ccc(CO)cc2)O1)N1CCN(Cc2ccc3c(c2)OCO3)CC1 | 12 | -19 | 3 | -2.4 | 4 | -18 | 0.9 | -4 | 36 | 29 | 13
9 | O=C(Nc1nnc(CSCc2ccccc2F)s1)c1cccc([N+](=O)[O-])c1 | 11 | -22 | -78 | 0.2 | 0 | 12 | 0.3 | 2 | -10 | -15 | -46
10 | Cc1c(C(=O)OC/C(O)=C(\C#N)c2nc3ccccc3[nH]2)oc2ccc(Br)cc12 | 1 | 34 | 13 | -0.4 | 0 | 31 | 0.0 | -26 | -34 | 17 | -2
11 | CN(Cc1ccccc1)C(=O)COc1cc(Cl)ccc1Cl | -12 | 1 | -3 | -0.6 | -5 | -8 | 0.1 | -2 | -2 | -17 | -30
12 | O=C(CCS(=O)(=O)c1ccc(Br)cc1)NCc1ccco1 | -9 | 12 | 4 | 1.6 | 3 | -8 | -0.2 | -10 | 19 | 15 | 4
13 | Cc1ccc(S(=O)(=O)N2CCN(C(=O)CSc3n[nH]c(N)n3)CC2)c(C)c1 | 5 | -2 | 3 | -0.3 | 2 | -4 | -0.1 | 29 | -4 | 11 | 2
14 | CC(C)N(C(=O)[C@H]1C[C@H](CC(=O)NCCCn2ccnc2)C(=O)N2CCc3c([nH]c4cc(CCC(=O)N(C)C)ccc34)[C@]12C)C(C)C | 7 | -15 | 3 | -1.4 | / | 3 | -0.1 | 1 | -10 | -17 | -25
15 | CCOc1ccc(S(=O)(=O)N(CC)CC)cc1NC(=O)CSCc1c(C)noc1C | 3 | 11 | 11 | 0.0 | -1 | 3 | 0.1 | 0 | -6 | 7 | -1
16 | O=C(Nc1cccc(/C=C/c2nc3ccccc3c(=O)[nH]2)c1)c1ccccc1Cl | -38 | 3 | -232 | 1.7 | -3 | -65 | -0.3 | -10 | 72* | -13 | -25
17 | C/C(CC(=O)Nc1ccc(Br)cc1)=N\NC(=O)c1cccc(O)c1 | -40 | 18 | 6 | -0.4 | 6 | -4 | 0.0 | -14 | 13 | 21 | -77
18 | O=C(NCCCn1ccnc1)c1cccc(S(=O)(=O)NCc2ccccc2)c1 | -1 | 0 | 15 | -0.2 | 2 | 6 | -0.3 | 6 | 0 | 19 | -6
19 | Cc1nc(N)sc1-c1csc(Nc2ccccc2)n1 | -74 | -10 | -165 | -1.6 | -1 | -46 | 0.8 | 4 | -13 | -216 | -40
20 | CCOC(=O)c1sc(NNC(=O)c2ccc(C)cc2)nc1C | -5 | 0 | -2 | -0.2 | -1 | -15 | -0.1 | 2 | -16 | -14 | -11
21 | CC(=O)C(Sc1nc(N2CCOCC2)nc(N2CCOCC2)n1)C(=O)Nc1ccccc1 (centres undefined) | -17 | 1 | -54 | 0.1 | 8 | -2 | -0.4 | -5 | -29 | -22 | 4
22 | CCCCC(CCC(=O)Nc1ccc(C(=O)OCC)cc1)C(=O)O (centres undefined) | -26 | 14 | 12 | 2.9 | 1 | -15 | -0.2 | -4 | 8 | 5 | 1
23 | Fc1ccc2nc(Nc3nc4c(F)cccc4s3)sc2c1 | -42 | 6 | -186 | 0.4 | -1 | -7 | 0.0 | -11 | 18 | -147 | -100
24 | COc1cccc(NC(=O)CSc2nc3c(c(-c4ccco4)c2C#N)CCCC3)c1 | 9 | 0 | 4 | -1.7 | 1 | -11 | -0.1 | -5 | -10 | 9 | 6
25 | C/C(=N\NC(=O)c1ccc(CSc2nc(C)cc(C)n2)cc1)c1ccco1 | 8 | 90* | 11 | -0.8 | 0 | -7 | -0.2 | -95* | 5 | 9 | -18

The last 2 entries of the section before come first, to join the parts:
No. | structure | Shn3 inh set2 | CF NFkB block | HIF-2a block | iPSC survival up | NR2E3 ag-1 | MITF TRPM1 inh | aDG glyco act | KKLEB tox | TWEAK-Fn14 inh | Peg3 promoter | NR2E3 ag-2
24 | COc1cccc(NC(=O)CSc2nc3c(c(-c4ccco4)c2C#N)CCCC3)c1 | 9 | 0 | 4 | -1.7 | 1 | -11 | -0.1 | -5 | -10 | 9 | 6
25 | C/C(=N\NC(=O)c1ccc(CSc2nc(C)cc(C)n2)cc1)c1ccco1 | 8 | 90* | 11 | -0.8 | 0 | -7 | -0.2 | -95* | 5 | 9 | -18
26 | CSc1ccccc1NC(=O)COC(=O)c1ccc(-n2nc(C)cc2C)cc1 | 18 | 7 | 4 | 1.1 | / | 2 | 0.2 | 8 | -1 | -8 | -13
27 | Cc1ccc(C2=NN=C(NC(=O)CSc3nnc4c5ccccc5n(C)c4n3)SC2)cc1 | -12 | 2 | -70 | -0.1 | -1 | -11 | -0.1 | -2 | 34 | -104 | 7
28 | Cn1c(NC(=O)C2c3ccccc3Oc3ccccc32)cc(=O)n(C)c1=O | 1 | 3 | 29 | 1.8 | 3 | 13 | 0.0 | -9 | 16 | 26 | 9
29 | Cc1cc(=O)n(C)c(=O)n1CCCCOc1ccc([N+](=O)[O-])cc1 | 18 | -21 | 28 | 1.7 | 1 | -6 | 1.0 | 2 | -14 | 5 | 1
30 | CCOc1ccc(N2CC(C(=O)NCCCN3CCOCC3)CC2=O)cc1 (centres undefined) | 8 | -6 | 10 | 0.2 | -1 | -3 | -0.1 | -4 | 8 | 7 | -13
31 | O=C(OCC(=O)N1CCN(c2ccccc2)CC1)c1ccc[n+]([O-])c1 | -15 | -3 | 1 | -0.2 | -5 | 5 | 0.4 | 10 | 4 | 15 | 11
32 | CN(C(=O)c1ccc(NC(=O)Cc2ccc(NC(=O)C3CCN(C(=O)CCc4ccccc4)CC3)cc2)cc1)C1CC1 | -3 | 13 | -17 | -0.1 | 6 | -1 | -0.1 | -17 | -24 | -28 | -9
33 | Cc1cc(N=Nc2ccccc2)c(NCC(O)C(O)C(O)CO)cc1C (centres undefined) | 3 | -14 | -87 | -1.1 | 2 | 8 | -0.6 | -13 | 7 | -15 | -55
34 | CCC(=O)Nc1ccc(C(=O)Nc2cccc(OC)c2)cc1 | -29 | 3 | -133 | -1.7 | 3 | -46 | 0.0 | 9 | -12 | -102 | -55
35 | N#Cc1ccc(S(=O)(=O)N2CCC(C(=O)Nc3cccc(C(=O)NC4CC4)c3)CC2)cc1 | -3 | 20 | 13 | -0.5 | -2 | -1 | -0.3 | -8 | -1 | 6 | -26
36 | CC1CN(C(=O)C(C)Sc2nc3ccccc3s2)CC(C)O1 (centres undefined) | -1 | -16 | -18 | 2.6 | -4 | 8 | -0.1 | 4 | -8 | -2 | 7
37 | O=C(N/N=C/c1ccco1)C1COc2ccccc2O1 (centres undefined) | -6 | -10 | 3 | -0.2 | 0 | 5 | -0.1 | 0 | -13 | -17 | -27
38 | CC(C)CC(COCc1ccc(Cl)cc1)N1CCN(C(=O)c2cccc(C(F)(F)F)c2)CCC1=O (centres undefined) | -26 | -28 | -3 | -2.1 | 4 | -7 | 0.7 | 12 | 0 | 9 | 9
39 | COc1cc2cnc(C3=CCCCC3)cc2cc1OC | -42 | -8 | -129 | -1.0 | / | -18 | 0.0 | 14 | -32 | -68 | -20
40 | COc1ccc(Cl)cc1NC(=O)c1nnn(CC(=O)Nc2ccc3c(c2)OCO3)c1N | 4 | 20 | -25 | -0.2 | 9 | -11 | 0.5 | -21 | -6 | 12 | -2
41 | CC(C)c1ccc(N(CC(=O)NCc2ccc(F)cc2)C(=O)c2csnn2)cc1 | 8 | -1 | -38 | 0.1 | -1 | 7 | 0.4 | -2 | 9 | 2 | -22
42 | Cc1cc(=O)oc2cc(OCC(=O)Nc3ccc(CN4CCOCC4)cc3)ccc12 | 5 | -10 | -38 | -0.4 | 3 | -14 | 0.4 | 6 | 4 | -17 | 10
43 | O=C(N/C=N/O)C(c1ccccc1)c1ncc(C(F)(F)F)cc1Cl (centres undefined) | 16 | 14 | 8 | -0.4 | -3 | 2 | 0.0 | 6 | 12 | 6 | 0
44 | O=c1[nH]c(=S)[nH]c2c1C(c1cccc(C(F)(F)F)c1)OC(CCc1ccccc1)C2 (centres undefined) | / | / | -3 | -1.1 | / | / | 0.0 | / | -9 | / | -16
45 | CCCCCc1c(C)nc(Nc2ccc(F)cc2)[nH]c1=O | 19 | 2 | -42 | 4.3 | 2 | -1 | 2.1 | 5 | 1 | -15 | 8
46 | O=C(c1ccc([N+](=O)[O-])cc1)N1CCN(C(=O)c2cccs2)CC1 | 2 | 12 | 8 | -0.8 | -1 | -3 | 0.2 | 8 | -1 | -4 | 10
47 | COc1cccc(NC(=S)N(CCN(C)C)C(C)c2ccco2)c1 (centres undefined) | 13 | 2 | 20 | 1.3 | -3 | 14 | -0.1 | -12 | -2 | 6 | 7
48 | Nc1nonc1-n1nnc(C(=O)N/N=C/c2c(F)cccc2Cl)c1-c1ccc2c(c1)OCO2 | -22 | -31 | -2 | -0.3 | 2 | -7 | 0.7 | 6 | -5 | -24 | -10
49 | CN(C)c1ccc(CNC(=O)C2CCN(S(=O)(=O)c3ccc4c(c3)CCC(=O)N4)CC2)cc1 | -4 | -9 | 4 | -0.2 | 2 | -2 | 0.1 | 10 | -31 | 1 | -32

Assay outcomes (PubChem)
